High-throughput results deposited in PubChem BioAssay by several laboratories.
PHOSPHO1 block: blocks human PHOSPHO1 phosphatase activity; 290,000 tested, 1.1% active; inhibition, % at 13.3 µM; Q8TCT1; recombinant PHOSPHO1, absorbance phosphatase assay; in the data active = inhibition above about 60%
Target sequence (Q8TCT1 whole entry, looked up): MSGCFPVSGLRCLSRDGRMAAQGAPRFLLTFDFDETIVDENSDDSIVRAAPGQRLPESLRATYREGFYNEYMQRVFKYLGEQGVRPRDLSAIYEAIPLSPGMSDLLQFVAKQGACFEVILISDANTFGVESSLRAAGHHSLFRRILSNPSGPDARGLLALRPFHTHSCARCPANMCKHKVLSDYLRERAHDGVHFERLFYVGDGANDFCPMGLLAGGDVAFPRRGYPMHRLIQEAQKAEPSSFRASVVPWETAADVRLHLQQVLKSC
MEKK2 mut-MEK5: signal of MEK5 binding to mutant human MEKK2 PB1 domain | bead flow cytometry, Alexa488-MEK5 binding to MEKK2 mutant | percent response, % at 10 µM | 290,000 tested, 0.35% active | AID 1530; in the data active = percent response above about 24%, passing the limit was not always enough; also: inactives centre near 1; some results filed as inactive read as strong as hits; reference of the scale not given here
GalR3 antag: human GalR3 antagonism; O60755; HEK293 GalR3-CNG cAMP membrane potential fluorescence; galR3 body fused to GalR1 C-terminus; inhibition, % at 3 µM; 360,000 tested, 0.44% active; AID 651719;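 active = inhibition above the screen-wide average plus 3 SD, cut at about 13% in these data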;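 also: forskolin and galanin both at EC90 stimulate the cells; cAMP rise reported by CNG channel membrane potential dye signal; 0% = forskolin plus galanin with DMSO and 100% = forskolin alone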
GPR7 antag: blocks human GPR7 receptor signaling; inhibition, % at 4.4 µM; P48145; GPR7-expressing cells, fluorescence antagonist assay; 290,000 tested, 1.1% active; AID 1861; in the data active = inhibition above about 16%, passing the limit was not always enough;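 also: cells stimulated with the agonist NPW; 0% = agonist with vehicle and 100% = vehicle without agonist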
V1aR counter: activates human V1a receptor in oxytocin agonist counter-screen | P37288 | CHO-V1R cells, Fluo-8 calcium fluorescence, agonist mode; 0% DMSO, 100% 3 nM vasopressin | activation, % at 3 µM | 320,000 tested, 0.25% active | AID 2797;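 active = activation above the mean activation of all tested compounds plus 3 SD, per screening run, cut at about 20% in these data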;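 also: signal is peak over basal fluorescence ratio across a 100 second FLIPR read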
Target sequence (P37288 whole entry, looked up): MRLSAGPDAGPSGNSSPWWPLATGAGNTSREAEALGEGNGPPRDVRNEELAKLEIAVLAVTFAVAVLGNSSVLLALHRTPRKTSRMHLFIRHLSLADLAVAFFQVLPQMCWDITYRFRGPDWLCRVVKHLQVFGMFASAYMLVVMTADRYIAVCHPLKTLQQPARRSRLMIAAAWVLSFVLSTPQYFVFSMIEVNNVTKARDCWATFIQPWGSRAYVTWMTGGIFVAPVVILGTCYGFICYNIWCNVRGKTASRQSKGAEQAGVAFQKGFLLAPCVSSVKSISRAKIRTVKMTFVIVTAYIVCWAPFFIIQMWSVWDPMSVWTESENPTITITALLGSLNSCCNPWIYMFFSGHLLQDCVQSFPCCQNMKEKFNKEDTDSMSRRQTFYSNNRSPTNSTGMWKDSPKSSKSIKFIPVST
OXTR agonist: agonists of human oxytocin receptor; P30559; CHO-OTR cells, Fluo-8 calcium fluorescence; normalized: DMSO 0%, oxytocin 100%; activation, % at 3 µM; 320,000 tested, 0.32% active; AID 2435;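 active = activation above the mean of all tested compounds plus 3 SD, cutoff set per screening run, cut at about 20% in these data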;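 also: peak over basal fluorescence ratio from a 100 s FLIPR kinetic read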
Target sequence (P30559 whole entry, looked up): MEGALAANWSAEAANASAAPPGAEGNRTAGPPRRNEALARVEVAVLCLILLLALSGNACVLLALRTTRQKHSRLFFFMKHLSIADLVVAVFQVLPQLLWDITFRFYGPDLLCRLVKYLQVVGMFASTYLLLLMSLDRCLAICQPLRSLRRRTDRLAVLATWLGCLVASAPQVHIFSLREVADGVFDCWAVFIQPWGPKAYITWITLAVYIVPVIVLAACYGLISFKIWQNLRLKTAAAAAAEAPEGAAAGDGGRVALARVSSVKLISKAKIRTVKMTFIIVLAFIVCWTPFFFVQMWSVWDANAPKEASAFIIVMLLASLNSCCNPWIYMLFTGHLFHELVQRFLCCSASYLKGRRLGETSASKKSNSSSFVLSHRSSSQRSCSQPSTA
MEKK3 PB1 HTS: modulators (inhibitors or enhancers) of MEK5 binding to human MEKK3 PB1 domain. Q99759. bead-based flow cytometry, Alexa488-MEK5 binding to MEKK3; actives lie on both sides; 0 = blocked by unlabeled MEK5, 100 = vehicle. binding response (% of control), % at 10 µM. 290,000 tested, 1.4% active;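 active = binding response more than 3 SD above or below the average of its plate-row segment, actives on both sides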;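 also: Alexa488 bead fluorescence after subtracting the streptavidin-only scavenger bead signal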
NALP1 inh: NALP1 inhibition; S. cerevisiae NALP1/ASC/caspase-1 growth, X-gal OD620, 72 h; inhibition, % at 10 µM; 280,000 tested, 0.61% active; in the data active = inhibition mostly above about 24%, no sharp cut-off; inactive = mostly below about 32%; also: some compounds called inactive have numbers as strong as hits
MEKK2 WT-MEK5: raises or lowers MEK5 binding to wildtype human MEKK2 PB1 domain. Q9Y2U5. bead flow cytometry, Alexa488-MEK5 binding to MEKK2 WT; actives lie on both sides. binding response (% of control), % at 10 µM. 290,000 tested, 1.1% active. AID 1531; in the data active = binding response below about 67% or above about 130%
* = called active by the depositor; x = not tested or not shown. Rows are unselected; about 5.4% have a hit in one of these screens.

Below each compound – PHOSPHO1 block, MEKK2 mut-MEK5, GalR3 antag, GPR7 antag, V1aR counter, OXTR agonist, MEKK3 PB1 HTS, NALP1 inh, MEKK2 WT-MEK5
COc1ccc(/C=N\NC(=O)c2ccccc2)cc1COc1ccccc1
    31, 7, -2, -9, 1.1, 2.5, 105, 16, 108
O=C(CSc1nc2cc(Cl)ccc2s1)N1CCCc2ccccc21
    0, -1, -9, -8, 0.7, -0.4, 103, 32, 97
O=C(O)CN(c1ccccc1[N+](=O)[O-])S(=O)(=O)c1ccccc1
    37, -13, -5, -4, -0.1, 0.8, 109, -11, 98
O=[N+]([O-])c1cc([N+](=O)[O-])c(Oc2cccnc2Br)cc1NN1CCCCC1
    4, -2, 4, -10, -0.2, -2.1, 99, 1, 91
Cc1ccc(S(=O)(=O)N2CCOCC2)cc1NC(=O)CNCc1ccccn1
    30, 4, 5, -20, 0.0, -0.5, 110, x, 103
CC(C)NS(=O)(=O)c1ccc(CCC(=O)NCc2ccco2)cc1
    20, 3, -2, -5, -0.7, -0.5, 108, 16, 117
O=C(Nc1ccccc1)OCCOc1cccc(Br)c1
    25, 15, -6, -4, 0.0, -0.8, 111, 17, 116
O=C1C2C3C=CC(C3)C2C(=O)N1CN(Cc1ccccc1)CN1C(=O)C2C3C=CC(C3)C2C1=O (configuration not stated)
    -5, 1, -4, -9, -0.8, -0.3, 98, 22, 99
Cc1nn(-c2ccccc2Cl)c(Cl)c1/C=N/Nc1cccc(C(=O)O)c1
    -20, 1, -4, 2, -1.4, -1.1, 121, 31, 108
O=C(Cn1c(-c2ccccc2)noc1=O)Nc1ccc(S(=O)(=O)N2CCOCC2)cc1
    15, 5, -4, 16, 1.4, 1.2, 106, 23, 104
Cn1c(=O)c(-c2ccccc2)nc2ccccc21
    8, -3, -2, -15, 0.0, -0.1, 99, -3, 92
Cc1ccccc1CN(C)CCS(=O)(=O)c1cc(Cl)ccc1Cl
    30, -4, -10, 10, -1.0, -1.6, 102, 14, 100
CC1CN(c2ccnc3cc(Cl)ccc23)CC(C)O1 (configuration not stated)
    19, 2, -1, -14, 2.0, 1.4, 105, 5, 102
Cc1ccc(N=Cc2nc(/C=C/c3cccc([N+](=O)[O-])c3)oc2O)cc1
    -1, 2, -5, -2, 1.2, 0.4, 99, -10, 99
COc1ccc(-n2c3c(cc(C(=O)N4CCN(CCO)CC4)c2=O)C(=O)CC(C)(C)C3)cc1
    12, 6, -5, 10, -0.7, 0.6, 114, -3, 110
CCOC(=O)/C(C#N)=C/c1cccc(F)c1
    11, -10, -2, -12, 0.5, -0.5, 99, -4, 90
CCn1c2c(c(=N)c3c1CCC3)CCC2
    -2, -2, -2, -11, -0.5, -0.3, 92, 18, 92
CC(C)(C)c1ccc(S(=O)(=O)NNC(=O)C2CCN(Cc3cccc(F)c3)CC2)cc1
    -20, 0, -9, -8, 7.6, 7.8, 104, 15, 106
C/C(=N\NC(=O)c1ccc([N+](=O)[O-])cc1Cl)c1ccccc1
    41, -8, -4, -8, -0.3, -1.7, 96, 6, 91
COc1cccc(CN2CCC(Oc3ccc(C(=O)NCc4ccccn4)cc3)CC2)c1
    40, 1, -10, -14, 0.4, 0.9, 100, 23, 105
O=C1CSCN1c1ccc(Cl)cc1
    -5, 1, -3, -15, -1.1, 0.5, 101, 2, 100
CCOC(=O)/C(C)=N/NC(=O)c1cccc([N+](=O)[O-])c1
    1, -9, -4, -13, -0.2, -0.1, 104, -2, 95
O=C(CCC(=O)N1CCOc2ccccc21)NCc1cccnc1
    7, 0, x, 0, -0.5, 0.3, 102, 10, 106
C/C(=N/NC(=O)CCC(=O)Nc1ccc(Br)cc1)c1ccc(Br)cc1
    -29, 9, -6, -3, 1.2, 0.8, 106, 9, 107
O=C(NNC1=Nc2cc([N+](=O)[O-])ccc2OC1)c1ccccc1Cl
    15, 2, -5, -8, 3.0, 0.7, 105, -9, 106
NS(=O)(=O)c1ccc(CCNC(=O)C(=O)c2cn(CC(=O)N3CCOCC3)c3ccccc23)cc1
    51, 3, 5, -15, -0.2, -0.6, 98, 19, 101
CC(C)(C)NC(=O)C(c1ccncc1)N(C(=O)CNC(=O)c1ccco1)c1ccc(F)cc1 (configuration not stated)
    23, 3, -8, -3, 0.5, -0.4, 104, 5, 101
COc1cccc(N(C(=O)Cn2nnc(-c3ccc(F)cc3)n2)C(C(=O)NCC2CCCO2)c2ccc(Cl)cc2)c1 (configuration not stated)
    29, -9, -4, -10, -0.6, 0.7, 100, 14, 91
Cc1ccc(S(=O)(=O)N2C(=O)CCC2C(=O)Nn2cnnc2)cc1 (configuration not stated)
    17, 10, -7, 7, 1.0, 0.6, 110, 8, 115
COc1cc(NC(=O)Nc2cccc(C(C)=O)c2)cc(OC)c1OC
    0, 1, -4, -4, 0.3, 0.3, 98, x, 103
CCN(CC)c1ncccc1C(=O)NCc1cccs1
    -2, 9, -3, -2, -0.6, -1.3, 111, -1, 109
C=CCc1ccc(OCC(O)COCC)c(OC)c1 (configuration not stated)
    14, 0, -2, -12, 0.2, 0.3, 91, -6, 96
CCOC(=O)Cc1csc(NC(=O)c2ccc(F)cc2)n1
    29, 6, -14, 5, 8.2, 6.8, 105, 5, 101
COc1ccc(CSc2nnnn2Cc2ccccc2)cc1OC
    19, -8, -7, -15, 1.2, 1.0, 96, 16, 91
CC1=C(C(=O)Nc2ccccc2)C(c2ccncc2)C(C#N)=C(SCC(=O)NC(C)C)N1 (configuration not stated)
    4, 1, -8, -5, -0.6, -0.9, 109, 7, 106
CCN1C(=O)Cc2cc(S(=O)(=O)N3CCOCC3)ccc21
    -3, 6, -4, -3, 0.6, -0.2, 103, 28, 104
Cc1ccccc1NC(=S)Nn1cnnc1
    9, 3, -2, -10, 1.8, -0.3, 103, -12, 106
COc1cccc(C2CC(c3cccs3)=NN2C(=O)CSC2=NN3CCCC(=O)N=C3S2)c1OC (configuration not stated)
    18, 12, x, -13, 1.1, 0.1, 104, 19, 110
CCOC(=O)c1oc2ccccc2c1COC(=O)CNC(=O)c1ccccc1
    13, 5, -3, -1, -0.3, -1.2, 102, 3, 108
COc1cccc(C(=O)N2CCN(Cc3ccc4c(c3)OCO4)CC2)c1OC
    -22, 5, -3, -11, 0.8, 0.7, 107, 19, 114
CN(CC(=O)N1CCCC1)S(=O)(=O)c1cc(Cl)ccc1Cl
    18, -12, -6, 1, 0.9, -0.5, 77, 29, 86
CC(=O)Nc1ccc(S(=O)(=O)NNC(=O)CCC(=O)Nc2cc(C)ccc2C)cc1
    12, 5, -1, -7, 0.8, -1.1, 108, 15, 108
O=C(O)C1CCCCC1C(=O)Nc1ccccc1Nc1ccccc1 (configuration not stated)
    22, -15, -1, -4, 0.0, 0.1, 95, x, 91
COc1cc2cc(C(=O)Nc3ccccc3)c(N)nc2cc1OC
    -2, -2, -1, -8, 0.6, -0.1, 98, 6, 101
N#Cc1cnn(Cc2ccccc2)c1N
    -9, -1, -3, -13, 1.1, -0.1, 100, 9, 98
CCOC(=O)c1ccccc1N=Cc1c(O)c2ccccc2oc1=O
    40, 0, -3, -13, 1.1, -1.5, 102, -6, 103
CCOC(=O)C1CCN(C(=O)/C(C)=C\c2ccccc2)CC1
    51, 1, -5, -1, 1.3, -1.5, 100, 10, 99
O=C(Nc1ccc(Br)cn1)c1coc(=O)c(Br)c1
    32, 1, -2, -16, 0.5, 0.5, 101, x, 105
N#Cc1ccc(C(=O)NC2CCCCCCC2)cc1
    37, -5, -11, 6, 0.9, -0.3, 101, 17, 96
COc1ccccc1CNC(=O)CCC1N=C2c3ccccc3N=C(SCC(=O)NCC3CCCO3)N2C1=O (configuration not stated)
    45, -4, 0, -15, -0.3, -0.2, 100, 8, 100
Cc1ccc(NC2CCCN(C(=O)c3cccc4nccnc34)C2)cc1C (configuration not stated)
    -21, 10, 3, -8, 0.7, 1.0, 104, 14, 109
CCOc1ccc(N2C(=O)CC(NCCc3ccncc3)C2=O)cc1 (configuration not stated)
    25, 2, 0, -11, 0.1, -0.8, 105, 15, 103
CC(=O)c1ccc(NC(=O)CN2CCCCCC2)cc1
    12, 3, 2, -12, 1.0, 21*, 105, 27, 107
CC(=O)Nc1ccc(NC(=O)c2cc(-c3ccc(C)cc3O)n[nH]2)cc1
    23, 4, -9, -12, 0.0, 0.2, 105, 20, 108
CCOc1cc(/C=C2\N=C(SCC)SC2=O)cc([N+](=O)[O-])c1OC(C)=O
    35, 5, -7, -5, 1.0, -0.6, 104, 6, 101
Cc1cc(=O)n2nc(N3CCCC(C(=O)NCc4cccc(Cl)c4)C3)sc2n1 (configuration not stated)
    5, 1, -2, -3, 0.7, -0.9, 103, -11, 104
CCOC(=O)C1CCN(CCC(=O)Nc2ccc(Br)c(C)c2)CC1
    19, 2, -12, -3, x, x, 99, 17, 108
CC(=O)NC1CCN(C(=O)N2CCCC2)CC1
    7, 1, -3, -13, 0.2, 2.1, 105, -3, 110
Cc1onc(-c2ccccc2)c1C(=O)Nc1ccc(S(=O)(=O)N2CCOCC2)cc1
    8, 6, -7, -4, 1.1, 2.8, 103, 10, 104
CC(NS(=O)(=O)c1ccccc1)C(=O)Nc1nccs1 (configuration not stated)
    x, -3, 0, 1, -1.3, -0.8, 99, x, 103
COc1ccccc1NC(=O)Nc1ccc(C(=O)N2CCCCC2)cc1
    24, 11, -6, -7, -1.0, 0.1, 104, 16, 102

Sorted by length of the SMILES (low to high): 11 of the compounds above.
Below each compound – PHOSPHO1 block, MEKK2 mut-MEK5, GalR3 antag, GPR7 antag, V1aR counter, OXTR agonist, MEKK3 PB1 HTS, NALP1 inh, MEKK2 WT-MEK5
C=CCc1ccc(OCC(O)COCC)c(OC)c1 (configuration not stated)
    14, 0, -2, -12, 0.2, 0.3, 91, -6, 96
CC(=O)NC1CCN(C(=O)N2CCCC2)CC1
    7, 1, -3, -13, 0.2, 2.1, 105, -3, 110
COc1cc2cc(C(=O)Nc3ccccc3)c(N)nc2cc1OC
    -2, -2, -1, -8, 0.6, -0.1, 98, 6, 101
CCOC(=O)C1CCN(C(=O)/C(C)=C\c2ccccc2)CC1
    51, 1, -5, -1, 1.3, -1.5, 100, 10, 99
COc1ccccc1NC(=O)Nc1ccc(C(=O)N2CCCCC2)cc1
    24, 11, -6, -7, -1.0, 0.1, 104, 16, 102
Cc1ccc(NC2CCCN(C(=O)c3cccc4nccnc34)C2)cc1C (configuration not stated)
    -21, 10, 3, -8, 0.7, 1.0, 104, 14, 109
CCOC(=O)c1oc2ccccc2c1COC(=O)CNC(=O)c1ccccc1
    13, 5, -3, -1, -0.3, -1.2, 102, 3, 108
CC(=O)Nc1ccc(NC(=O)c2cc(-c3ccc(C)cc3O)n[nH]2)cc1
    23, 4, -9, -12, 0.0, 0.2, 105, 20, 108
Cc1onc(-c2ccccc2)c1C(=O)Nc1ccc(S(=O)(=O)N2CCOCC2)cc1
    8, 6, -7, -4, 1.1, 2.8, 103, 10, 104
CC1=C(C(=O)Nc2ccccc2)C(c2ccncc2)C(C#N)=C(SCC(=O)NC(C)C)N1 (configuration not stated)
    4, 1, -8, -5, -0.6, -0.9, 109, 7, 106
COc1cccc(C2CC(c3cccs3)=NN2C(=O)CSC2=NN3CCCC(=O)N=C3S2)c1OC (configuration not stated)
    18, 12, x, -13, 1.1, 0.1, 104, 19, 110
